# From PubChem BioAssay
# RSV antiviral HEp-2 = inhibition of RSV-induced cytopathic effect – HEp-2 cells, primary 10 µM value included (AID 2391); HEp-2 cells, RSV-induced CPE inhibition; higher % means a stronger effect; CPE inhibition, % at 10 µM; hits with a dose series show IC50 in µM; 310,000 compounds, 0.13% hits; in the data active = a potency from the dose series; inconclusive = CPE inhibition mostly from about 23% at the one dose, without a potency; inactive = the rest, 99 in 100 with CPE inhibition below about 21%; also: strong numbers were not always called active
# NTR1 agonist = NTR1-driven beta-arrestin-GFP spot formation – imaging, U2OS cells, high content, primary screen (AID 493036) | agonist mode | activation, % at 20 µM | 330,000 compounds, 0.17% hits;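 active = activation at or above 40% of the spot to cytoplasm intensity ratio, with at least 20 cells analyzed; inconclusive = wells under 20 cells, flagged as cytotoxic or low count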;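 also: 0% = DMSO without peptide and 100% = 100 nM NTR1 peptide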
# Target sequence (P30989 whole entry, looked up): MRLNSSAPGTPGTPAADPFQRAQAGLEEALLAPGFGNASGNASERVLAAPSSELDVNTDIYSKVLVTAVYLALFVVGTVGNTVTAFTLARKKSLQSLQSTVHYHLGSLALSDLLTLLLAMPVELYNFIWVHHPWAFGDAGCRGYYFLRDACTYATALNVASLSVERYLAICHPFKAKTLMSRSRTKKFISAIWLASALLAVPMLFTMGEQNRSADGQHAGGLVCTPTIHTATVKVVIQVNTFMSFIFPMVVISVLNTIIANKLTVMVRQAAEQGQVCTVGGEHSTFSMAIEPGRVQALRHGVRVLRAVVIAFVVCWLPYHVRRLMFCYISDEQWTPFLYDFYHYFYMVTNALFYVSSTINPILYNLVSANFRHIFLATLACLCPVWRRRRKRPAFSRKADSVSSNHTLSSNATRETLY
# WT yeast gro inh = growth inhibition of WT yeast, mitochondrial fusion screen | inhibition, % at 10 µM | mitochondrial fusion phenotypic screen, WT strain | AID 1362 | 190,000 compounds, 2.1% hits; in the data active = inhibition above about 58%; tested in S. cerevisiae
# Dengue-2 NS5 capping = flavivirus cap methylation enzyme inhibition – biochemical, confirmation dose response, primary screen (AID 588689) | inhibition, % at 25 µM; hits with a dose series show IC50 in µM | Dengue-2 NS5 methyltransferase capping enzyme assay, biochemical; higher % means a stronger effect | 340,000 compounds, 0.3% hits; in the data active = a potency from the dose series; inconclusive = inhibition above about 29% without an active follow-up result
# AID2073 = disruptors of CaV2.2 binding to Mint1 – biochemical, HTRF (AID 2073). HTRF protein-protein interaction, Mint1-CaV2.2; higher % means a stronger effect. 290,000 compounds, 0.19% hits. inhibition, % at 20 µM, or IC50 in µM where a hit was titrated; in the data active = inhibition mostly above about 51%, no sharp cut-off; inconclusive = no clear call, values can overlap the other calls; inactive = mostly below about 53%; also: some results filed as inactive read as strong as hits
# GPR35 arrestin U2OS = GPR35 antagonists blocking zaprinast-driven arrestin recruitment, primary screen, imaging, U2OS, beta-arrestin-GFP, zaprinast agonist (AID 2058); U2OS GPR35 beta-arrestin-GFP translocation imaging, zaprinast antagonism; higher % means a stronger effect; inhibition, % at 10 µM; hits with a dose series show IC50 in µM; 290,000 compounds, 0.052% hits;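 active = inhibition of at least 50% with at least 30 cells and total cytoplasm GFP at most 10,000,000; inconclusive = under 30 cells or total GFP of 10,000,000 plus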
# Autophagy mod = autophagy modulation, high-content screen; MEF GFP-LC3 puncta imaging; test concentration mostly 10 µM; calls only at 10 µM (by protocol); 190,000 compounds, 0.98% hits; AID 463193;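 active = percentage of spot-positive cells more than 3 SD above its plate mean, without a fluorescence outlier flag or 80% toxicity; inconclusive = no clear call, values can overlap the other calls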;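 also: spot-positive cell cutoff set from DMSO-treated cells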
# LYP inhibition = inhibitors of LYP phosphatase, biochemical, fluorescence intensity, uHTS (AID 1779). recombinant LYP phosphatase, fluorescence intensity; higher % means a stronger effect. inhibition, % at 11.5 µM; hits with a dose series show IC50 in µM. 290,000 compounds, 0.054% hits; in the data active = inhibition above about 50%;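 also: plate controls were vehicle with enzyme for no effect and no enzyme for full effect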
# UTI89 phage lysis = protection from phage-mediated lysis, alamar blue read-out – E. coli UTI89, K1F phage, bacterial capsule biogenesis inhibitors (AID 488966). E. coli UTI89 K1F phage lysis, alamar blue, 2 h; higher % means a stronger effect. one-dose inhibition, % at 100 µM; IC50 in µM for titrated hits. 340,000 compounds, 0.02% hits;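 active = phage lysis inhibition, versus mean bacterial control, above a set limit; inconclusive = no clear call, values can overlap the other calls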;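 also: capsule biogenesis inhibitors block K1F phage lysis so surviving cells raise fluorescence; higher fluorescence means more inhibition of phage lysis; actives were called in the ten point dose series up to 300 µM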
# WT yeast gro inh mutant strain = also measured in WT yeast gro inh; calls as there; inhibition, %; mitochondrial fusion phenotypic screen, mutant strain inhibition
# Autophagy mod cell loss 18 h = recorded beside Autophagy mod, whose call it bears; toxicity, %; measured here: cell loss, nuclei count;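 cell loss after 18 h compound exposure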
# NTR1 agonist cell count 20 µM = second read-out of NTR1 agonist, no call of its own (marks repeat the call); cell count; measured here: cell count, cytotoxicity flag
# Active calls of the source: *; i = inactive; u = inconclusive; x = no result given; + = active, no number; [ ] = dose if it differs, or a comment.
SMILES,RSV antiviral HEp-2,NTR1 agonist,NTR1 agonist cell count 20 µM,WT yeast gro inh,WT yeast gro inh mutant strain,Dengue-2 NS5 capping,AID2073,GPR35 arrestin U2OS,Autophagy mod,Autophagy mod cell loss 18 h,LYP inhibition,UTI89 phage lysis
O=C(CN1CCN(c2ncccn2)CC1)N1CCc2ccccc21,0.8%,-1.0,88,-1,4,0%,u,-3%,i,2,-2%,0.1%
COC(=O)c1ccc(NC(=S)N2CCC(C(N)=O)CC2)cc1,0.9%,0.2,45,-4,1,-4%,-31%,14%,i,5,-3%,3.9%
CSC(=Nc1ccccc1)Nc1ccccc1,2.2%,0.4,58,x,x,-5%,0%,-4%,x,x,-5%,2.1%
Cc1ccccc1-c1noc(-c2ccccc2F)n1,x,1.9,71,14,24,-1%,-6%,-10%,i,0,-6%,0.2%
CN1CCN(C(=O)CCn2c(=O)c3cccn3c3cccnc32)CC1,0.3%,-1.0,62,x,x,-5%,-11%,2%,x,x,-11%,1.1%
COc1ccc(C(OCC(O)CN2CCC(O)CC2)c2ccc(OC)cc2)cc1 (centres undefined),-0.4%,-0.7,56,x,x,-2%,8%,4%,x,x,-7%,0.2%
CC(/C=N/NC(=O)c1cc(-c2ccncc2)nc2ccccc12)=C\c1ccco1,1.7%,5.2,48,-6,-12,-8%,44%,3%,+,49*,4%,2.4%
CC1CC(=O)Nc2ccccc2N1C(=O)COc1cc(Cl)ccc1Cl (centres undefined),0.5%,0.7,57,x,x,-1%,x,x,x,x,x,0.6%[50 µM]
COc1cc(/C=C(/C#N)C(=O)Nc2ccc(Cl)cc2)ccc1Oc1nc(Cl)ncc1F,-0.1%,3.8,40,x,x,-7%,12%,-16%,x,x,0%,-0.1%
O=[N+]([O-])c1ccc2nc(SCc3ccccc3Cl)sc2c1,39%,2.3,45,-8,1,-10%,-3%,-6%,i,-27,-8%,-0.7%
CC(=O)c1ccc(N(C(=O)Cc2c[nH]c3ccccc23)C(C(=O)NC2CCCCC2)c2cccs2)cc1 (centres undefined),0.8%,1.5,88,-1,-43,-6%,-8%,38%,i,-17,-4%,0.2%
CC(=O)Oc1ccc2oc(=O)c3c(c2c1)CCCN3C(=O)CN1CCN(c2ncccn2)CC1,3.4%,-0.9,44,-2,8,-5%,-1%,5%,i,-13,5%,0.4%
Cc1ccc(-c2nc3ccccc3s2)cc1NC(=O)c1cc(-n2cnnc2)ccc1Cl,-1.9%,1.5,49,-15,-3,3%,23%,20%,i,3,5%,0.2%
O=c1nc(-c2ccccc2)c(-c2ccccc2)n[nH]1,3.5%,x,x,x,x,-1%,6%,0%,x,x,-5%,2.6%[50 µM]
Cc1cccc(N(Cc2cc(=O)[nH]c3ccccc23)C(=O)CCl)c1,-1.8%,4.5,80,x,x,-27%,6%,-2%,x,x,-5%,0.1%
CCn1c2ccccc2c2nnc(NN)nc21,u,-1.1,61,-9,-2,-3%,-1%,-24%,i,20,1%,1.3%[50 µM]
CCCCS(=O)(=O)N1C2=NC(C(=O)OC)=C(C(=O)OC)[C@@H]3N(C)c4ccc(OC)cc4[C@]23C[C@H]1C(=O)OC,0.5%,3.9,84,x,x,-7%,-3%,-6%,x,x,-7%,0.6%
COc1ccccc1CNC(=O)COC(=O)[C@H](Cc1c[nH]c2ccccc12)NC(=O)c1cccs1,1.6%,4.3,56,6,-1,-2%,-1%,13%,i,5,-4%,0.0%[50 µM]
NCCCNC(=O)c1cc2ccccc2[nH]1,-0.2%,-1.8,32,-7,1,-2%,7%,5%,i,2,-8%,0.9%
Cc1ccc(NP(=O)(c2ccc(N(C)C)cc2NC(=O)c2cccs2)N2CCOCC2)cc1Cl (centres undefined),7.9%,0.4,57,5,4,10%,24%,1%,i,2,11%,-1.8%
O=C(COc1cccc(NC(=O)c2cccs2)c1)c1ccc(F)cc1,6.9%,3.1,62,20,23,-4%,0%,1%,i,-2,-2%,0.2%[50 µM]
CC(C)(C)C(=O)NC1(C(F)(F)F)N=C2SCCN2C1=O (centres undefined),2.7%,-0.9,70,-15,-6,7%,1%,1%,i,4,-9%,0.1%
O=C(c1cccs1)N(Cc1ccccn1)Cc1ccco1,-0.2%,-0.4,70,18,17,-4%,-2%,-17%,i,-8,-3%,4.5%
COc1ccc(CCNC(=O)CSc2nnc(-c3ccco3)c(-c3ccco3)n2)cc1OC,0.3%,0.2,73,x,x,x,21%,6%,x,x,3%,x
COc1ccc(C(=O)NC(=O)CSc2nnc(-c3ccco3)n2-c2ccccc2)cc1,0.1%,1.3,52,-18,-2,1%,-2%,-8%,i,29,-6%,0.4%
CCOC(=O)/C(=N\Nc1ccc(Cl)cc1)c1csc(Nc2ccccc2)n1,u,32,69,2,4,6%,-7%,-3%,i,-7,1%,2.7%
Cc1cc(NC(=O)C(C)SCC(=O)OCc2ccc(Cl)cc2Cl)no1 (centres undefined),0.9%,-1.1,58,x,x,-3%,x,x,x,x,x,-0.7%[50 µM]
COCCN1C(=NCCCOC(C)C)N[C@@H](c2ccccc2)C(C(=O)OC)=C1C,3.2%,4.2,81,x,x,0%,-7%,-6%,x,x,-7%,-0.1%
C[C@@]12C(=O)N(Cc3ccccc3)CC(=O)N1[C@H]1c3cc(Cl)ccc3OC[C@@H]1[C@@H]2c1ccccc1,0.4%,3.1,55,x,x,-6%,x,x,x,x,x,-0.1%
CCN(CC)C(=O)c1sc2nc(-c3cccs3)cc(-c3ccc(Cl)cc3)c2c1N,7.4%,4.1,56,13,14,22%,-10%,-4%,+,3.2*,3%,-0.9%
COc1ccc(NC(=S)NC2CCCCC2)c(OC)c1,-0.5%,0.7,65,-2,-14,0%,2%,3%,i,-13,-1%,4.9%
Cc1cccc(OCC(=O)N/N=C/CC(C)c2ccccc2)c1C (centres undefined),2.4%,0.4,47,7,-6,-3%,-9%,-8%,i,-10,4%,0.5%
CCc1ccccc1NC(=O)Nc1cc(F)ccc1F,11%,0.0,78,9,17,-3%,-6%,7%,i,14,-5%,0.5%
COc1ccc(S(=O)(=O)N2CCCCCC2)cc1C(=O)N(C)Cc1ccco1,-1.5%,0.4,54,x,x,-7%,x,x,x,x,x,0.7%[50 µM]
CCCOc1ccc([N+](=O)[O-])c(N)c1,6.8%,0.3,58,-6,1,-3%,0%,5%,i,-4,-1%,0.0%[50 µM]
N/C(=N\OC(=O)c1ccc2c(c1)OCO2)c1cccc([N+](=O)[O-])c1,1.3%,0.3,91,39,6,-9%,19%,15%,i,0,-2%,0.0%
CC[n+]1c(/C=C(\C)OC)sc2ccccc21,x,0.7,87,4,-1,3%,-13%,12%,i,-2,-2%,-0.9%
CCOC(=O)c1c(C(=O)OCC)c(C)n(CCc2ccccc2)c1C,2.7%,1.0,48,-2,2,3%,-1%,8%,i,-12,-2%,3.5%
O=C(Cn1cnc([N+](=O)[O-])c1)NCCc1ccccc1,-1.8%,-0.2,38,x,x,-9%,-12%,2%,x,x,-6%,-0.4%
CC(C)c1ccc2[nH]c(O)c(N=NC(=O)c3cccc(S(=O)(=O)Nc4ccc(Cl)cc4)c3)c2c1,-0.9%,2.9,41,-3,-14,4%,30%,-4%,i,29,-5%,-0.1%
O=C(COc1ccc(Br)cc1CNC1CCCCC1)NCCc1ccccc1,-2.3%,12,56,14,13,-1%,-9%,2%,i,3,-6%,0.4%
CCN(CC)c1ccc(/C=N/Nc2ccc(C)cc2)c(O)c1,1.4%,x,x,-17,-7,9%,-12%,-18%,i,17,10%,2.5%
CCCc1nc2ccccc2n1Cc1ccccc1OC,10%,0.3,49,27,31,-5%,-3%,-7%,i,-33,-7%,0.4%
CN(C)c1ccc(/C=N/NC(=O)c2cc(-c3ccc4c(c3)OCO4)n[nH]2)cc1,1.0%,2.6,57,x,x,24%,18%,4%,x,x,5%,1.4%
CCc1c(O)nc(SCC(=O)N(CC)CC)[nH]c1=O,2.0%,0.3,42,0,4,-3%,3%,5%,i,-13,-6%,0.6%
CCN(CC)S(=O)(=O)c1ccc(OC)c(NC(=O)OCc2ccccc2)c1,2.6%,1.5,54,x,x,-3%,14%,14%,x,x,0%,0.2%
Cc1oc2cc(O)ccc2c(=O)c1-c1nncn1-c1ccccc1,4.9%,-0.5,45,6,-5,u,28%,-9%,i,11,-2%,0.4%
CCCNc1c(NS(=O)(=O)c2ccc3c(c2)CCCC3)c(=O)oc2ccccc12,2.0%,3.6,59,x,x,4%,16%,5%,x,x,-8%,0.1%
CCOC(=O)c1c(CN2CCCCC2)oc2ccc(O)cc12,0.9%,-0.5,39,-24,2,-8%,3%,14%,i,23,0%,0.2%
CCn1c(C)c(C(C)=O)c(N2CCN(c3ccc(OC)cc3)CC2)nc1=S,0.2%,-1.2,73,12,11,-12%,51%,-8%,i,-27,-3%,0.3%

# Compound profiles, as listed above. Order of values: RSV antiviral HEp-2 | NTR1 agonist | NTR1 agonist cell count 20 µM | WT yeast gro inh | WT yeast gro inh mutant strain | Dengue-2 NS5 capping | AID2073 | GPR35 arrestin U2OS | Autophagy mod | Autophagy mod cell loss 18 h | LYP inhibition | UTI89 phage lysis
# CCN(CC)S(=O)(=O)c1ccc(OC)c(NC(=O)OCc2ccccc2)c1 is entered as 2.6% | 1.5 | 54 | x | x | -3% | 14% | 14% | x | x | 0% | 0.2%
# CCN(CC)c1ccc(/C=N/Nc2ccc(C)cc2)c(O)c1 is entered as 1.4% | x | x | -17 | -7 | 9% | -12% | -18% | i | 17 | 10% | 2.5%
# CCCNc1c(NS(=O)(=O)c2ccc3c(c2)CCCC3)c(=O)oc2ccccc12 is entered as 2.0% | 3.6 | 59 | x | x | 4% | 16% | 5% | x | x | -8% | 0.1%

# Remaining list, next part:
SMILES,RSV antiviral HEp-2,NTR1 agonist,NTR1 agonist cell count 20 µM,WT yeast gro inh,WT yeast gro inh mutant strain,Dengue-2 NS5 capping,AID2073,GPR35 arrestin U2OS,Autophagy mod,Autophagy mod cell loss 18 h,LYP inhibition,UTI89 phage lysis
COc1ccc2c(c1)[nH]c1c(=O)n(/N=C/c3ccc(OC)c(COc4ccccn4)c3)cnc12,0.8%,-0.3,69,-5,-22,-5%,-12%,-2%,i,7,2%,1.6%[50 µM]
CN(C)c1ccc(N2C(=NC(=O)C3CCCO3)SC3CS(=O)(=O)CC32)cc1 (centres undefined),2.2%,-1.1,45,x,x,4%,8%,8%,x,x,-9%,0.3%
CCOc1ccc(C(=S)NC2CCCCC2)cc1OCC,6.7%,0.9,55,x,x,1%,-9%,-8%,x,x,-4%,0.2%
Cc1ccc(SCC(=O)NN=C2CCN(C)CC2)cc1,-1.0%,-0.6,48,-2,13,x,3%,6%,i,1,-7%,0.3%
CCCn1c(SCC(=O)N2CCc3ccccc32)nnc1-c1ccco1,1.8%,-1.1,88,-2,-15,-13%,-8%,-2%,i,2,-2%,3.2%
COc1ccccc1/C=C/C1C(C(=O)OCC(C)C)=C(C)N=C2SCCC(=O)N21 (centres undefined),6.3%,4.4,32,20,-4,-12%,18%,10%,i,1,-5%,0.4%
